# Screens from PubChem BioAssay.
# Casp7 inh = caspase-7 (human) inhibition, allosteric or competitive; P55210; recombinant caspase-7, Ac-DEVD-AFC fluorescence rate; Potency, µM (top dose mostly 57.5 µM), for inactives: top-dose activity change, negative = inhibition, usual class: inhibitors; 75,000 compounds, 0.02% hits; AID 889; active = well fitted inhibition curve with a large enough effect in the main read-out, with a control signal flat, not every such curve was filed as active; inconclusive = small, poorly fitted or top-dose-only effect, or a change in a side signal; note: potency is the fitted concentration of half-maximal effect; % of control where 0% means no effect
# 4-MU autofl = compounds fluorescent in 4-MU spectral region | max dye-equivalent concentration, M | compound autofluorescence, 340/450 nm, 4-MU equivalents; stronger effect = higher value | 59,000 compounds, 11% hits | AID 589; in the data active = max dye-equivalent concentration above about 10 nM; inconclusive = mostly about 1.1 nM to 9.6 nM
#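 Compounds in 100 mM Tris, pH 8.0, incubated 15 min at room temperature, then fluorescence read at 340 nm excitation/450 nm emission. Signal converted to 4-MU dye-equivalent concentration using an on-plate six-point 4-MU standard curve.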
# Fluorescein fluor = compound autofluorescence in fluorescein spectral region. Compound autofluorescence, 480/540 nm, fluorescein-equivalent; stronger effect = higher value. max fluorescein-equivalent concentration, M. 59,000 compounds, 0.91% hits. AID 593; in the data active = max fluorescein-equivalent concentration above about 10 nM; inconclusive = between about 1.1 nM and that limit
#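 Compounds (23 nL) in 100 mM Tris pH 8.0, 15 min at room temperature, then fluorescence read at 480 nm excitation/540 nm emission. Signal converted to fluorescein-equivalent concentration from an on-plate fluorescein standard curve.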
# BRCT PPI green = blocks human BRCA1 BRCT binding to phosphopeptide, green readout. P38398. BRCA1 BRCT-phosphopeptide binding, green fluorescence polarization. Potency, µM (series often up to 76.9 µM), inactives show at the highest dose activity change, negative = inhibition, most hits filed as inhibitors. 75,000 compounds, 0.05% hits. AID 875;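 note: potency is the fitted concentration of half-maximal effect; plate controls were peptide without protein for full effect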
#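 Fluorescence polarization: His-tagged BRCT (~35 kDa BRCA1 C-terminus, 250 nM) bound to 100 nM fluorescein-labeled phosphorylated 10-aa BACH1 peptide, pH 7.3 phosphate buffer with DTT and Tween 20. Compounds incubated 12 min at room temperature; inhibition read as lowered polarization.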
# BRCT PPI red = disrupts BRCA1 BRCT binding to phosphoprotein, red fluorophore readout; P38398; BRCT-phosphopeptide binding, red fluorescence polarization; 75,000 compounds, 0.03% hits; Potency, µM (top dose mostly 76.9 µM), for the others: at the top dose activity change, negative = inhibition, most hits filed as inhibitors; note: % is set by controls: 0 for no effect and ±100 for the full control effect
#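 Rhodamine-labelled pBACH1 10-mer (100 nM) bound to BRCT domain (100 nM) at pH 7.3; compounds incubated 12 min room temperature, polarization read. Free peptide defines full inhibition; unlabelled decapeptide titrated as control.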
# Casp1 inh = blocks human caspase-1 allosterically or competitively. Caspase-1 enzyme, Ac-WEHD-AFC fluorogenic rate. Potency, µM (titrated, usually from 57.5 µM), for inactives: top-dose activity change, negative = inhibition, actives largely listed as inhibitors. 75,000 compounds, 0.03% hits;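 note: potency is the fitted concentration of half-maximal effect; plate controls were vehicle for no effect and no substrate for full effect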
# GFP derepression = epigenetic modulators derepressing GFP locus in mouse cells; 68,000 compounds, 0.09% hits; Potency, µM (titrated, usually from 46.1 µM), inactives show at the highest dose GFP derepression (activation); mouse C127i GFP locus derepression, cytometry, 30 h; note: % of control where 0% means no effect
#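 Murine C127i mammary cells carrying a silenced, stably integrated CMV-driven GFP reporter were treated with compound for 30 hours at 37 C. After PBS washes, GFP-positive cells were counted by laser-scanning microplate cytometry.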
# Ub-GFP proteasome = proteasome inhibitors stabilizing ubiquitin-GFP reporter. Ubiquitin-GFP reporter cells, proteasome inhibition, GFP fluorescence; response scale: untreated = 0%, 10 µM MG-132 = 100%. Potency, µM (titrated, usually from 45.9 µM), for the others: top-dose activation (GFP accumulation), usual class: activators. 67,000 tested, under 10 active. AID 526; active = well fitted activation curve with a large enough effect, not every such curve was filed as active; inconclusive = small, poorly fitted or top-dose-only effect, or another doubt; inactive = no such curve, though single readings can be large or run the other way; note: potency is the fitted concentration of half-maximal effect
#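 Reporter cells (U2OS, ubiquitin-G76V-GFP fusion) are plated overnight, then treated 4 hr at 37 °C with compound titrations from 46 uM down to 2.9 nM. Activity is scaled against untreated cells and 10 uM MG-132.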
# USP2a inhib = blocks human ubiquitin-specific protease USP2a; USP2a enzymatic assay, qHTS inhibition; Potency, µM (titrated, usually from 38.3 µM), for the others: at the highest dose activity change, negative = inhibition, actives largely listed as inhibitors; 60,000 compounds, 0.1% hits;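 note: potency is the fitted concentration of half-maximal effect; nearly all actives have a fitted effect of over 60% in size; plate controls were DMSO for no effect and NEM full inhibition control for full effect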
#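 20 nM USP2 core + cpd, 30 min RT; add 20 nM Ub-PLA2/20 uM NBD C6-HPC; read Ex460/Em535 at 0 h and 2.5 h. Normalized to NEM; qHTS curve fit/classification.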
# HEK293 cAMP ctrl = counter-screen for TSHR agonists: cAMP increase in parental HEK293 | parental HEK293 CNG cAMP sensor, membrane potential fluorescence | Potency, µM (titrated, usually from 57.1 µM), for inactives: top-dose activation, usual class: activators | 73,000 compounds, 2.5% hits; note: potency is the fitted concentration of half-maximal effect; % of control where 0% means no effect; nearly all actives have a fitted effect of over 55% in size
#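 Counterscreen for endogenous-receptor signalling: CNG-channel HEK 293 cells report cAMP rise by membrane depolarization. After 60 min dye equilibration with 100 uM RO 20-1724, compounds incubated 30 min before bottom-read fluorescence at 590 nm.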
# A350 autofl = A350 region autofluorescence | Compound autofluorescence, 340/450 nm, Alexa 350 dye-equivalents; stronger effect = higher value | max dye-equivalent concentration, M | 59,000 compounds, 11% hits; in the data active = max dye-equivalent concentration above about 10 nM; inconclusive = mostly about 1.1 nM to 9.6 nM
# The depositor's hits bear a star; i = inactive; ? = inconclusive; · = not tested or not shown; [ ] = dose if it differs, or a comment. Unless noted, calls come from the whole dose curve; as a rule, active = well fitted curve in the direction sought with a large enough effect; inconclusive = small, poorly fitted or top-dose-only effect, or another doubt; inactive = no such curve, though single readings can be large; an effect the other way counts as inactive or inconclusive.
Molecule | Casp7 inh | 4-MU autofl | Fluorescein fluor | BRCT PPI green | BRCT PPI red | Casp1 inh | GFP derepression | Ub-GFP proteasome | USP2a inhib | HEK293 cAMP ctrl | A350 autofl
CCOC(=O)C(C(=O)Nc1ccccc1)C1CCCCC1 (stereo not drawn) | -4.6% | · | · | -2.0% | -3.2% | 1.3% | -1.6% | -4.2% | 4.1% | ? | ·
COC(=O)c1cc(OC)c(OC)cc1NC(=O)Cn1nnc(-c2ccccc2Cl)n1 | -0.5% | i | i | -2.4% | -0.6% | -4.8% | -2.7% | -1.6% | 39.9%[activator] | ? | i
COCn1c(-c2ccc(OC)c(OC)c2)nc2ccccc21 | -2.5% | · | · | -7.7% | 0.7% | -1.2% | -1.5% | 1.2%[9.17 µM] | 1.9%[7.66 µM] | 6.8%[11.4 µM] | ·
COc1ccccc1Nc1nc(N)nc(CN2CCN(c3ccccc3F)CC2)n1 | -0.2% | i | i | 1.1% | 0.6% | -6.4% | 0.0% | 1.8% | 31.2%[activator] | 14.6% | i
COCCNC(=O)CSc1ccc(C)cc1 | 2.2% | · | · | -1.3% | 1.0% | -1.8% | -1.5% | -4.5%[9.17 µM] | -0.2%[7.66 µM] | 1.6%[11.4 µM] | ·
COc1ccccc1NC(=O)CSc1nc2ccccc2c(=O)n1CCNC(C)=O | 0.4% | i | i | 2.5% | 1.0% | -0.2% | 0.0% | -3.3% | 10.9% | 11.8% | i
O=C(NCc1nnc(SCC(=O)N2CCCC2)o1)c1ccccc1F | 0.4% | i | i | -0.2% | 0.2% | 1.7% | 2.0% | 1.7% | -7.5% | -4.5% | i
CN1CCN(C(=O)c2cnn(-c3ccccc3)c2NC(=O)c2ccccc2F)CC1 | -0.8% | i | i | -2.3% | -1.5% | 0.3% | 2.4% | 4.8% | 3.0% | 10.4% | i
CCC(C)Nc1nc(SC(C(C)=O)C(C)=O)nc(N(C)C)n1 (stereo not drawn) | -1.1% | i | i | -1.4% | 1.2% | -0.4% | 2.8% | -5.9% | 7.8% | 13.5% | i
COc1ccc2cc3cc(C(=O)NCCN4CCc5ccccc5C4)oc3nc2c1 | -6.6% | 9.13e-07M* | i | 1.4% | -2.8% | -11.8% | 2.8% | 0.0% | 38.3%[activator] | 23.9% | 9.33e-07M*
COc1ccc(C2C3=C(CC(C)(C)CC3=O)Nc3n[nH]c(C)c32)cc1 (stereo not drawn) | -2.5% | 1.29e-07M* | i | -1.4% | -0.2% | -1.4% | 1.5% | -9.7% | -13.5% | -0.2% | 1.34e-07M*
COc1ccccc1-n1c(SCC(=O)N2CCOCC2)nc(O)c(Cc2ccccc2)c1=O | 0.0% | i | ? | -1.6% | -0.4% | -2.2% | -0.4% | 1.7% | -4.3% | 2.3% | i
O=C(CN1C(=O)C2(OCCCO2)c2ccccc21)NCc1ccccc1 | 2.4% | i | i | -1.8% | 1.5% | -1.6% | 0.0% | -2.1% | 5.4% | ? | i
CCNC(=O)NC(=O)COC(=O)c1ccccc1SCC(=O)NC(=O)NCC | -10.7% | 3.74e-07M* | i | -3.7% | -1.8% | -9.9% | 1.0% | 17.3% | -6.3% | 1.5% | 4.98e-07M*
O=C1c2ccccc2NC(c2ccccc2)N1c1ccc(O)cc1 (stereo not drawn) | -1.7% | · | · | 0.1% | -0.3% | -1.7% | -1.6% | -3.1% | 1.7% | 21.1% | ·
CNC(=O)N(O)C1N(C)C(=O)N(CC(=O)OC)C1(C)C (stereo not drawn) | -7.5% | 1.47e-07M* | i | -0.8% | -0.5% | -3.9% | 2.1% | -0.9% | -6.8% | 0.8% | 1.99e-07M*
COc1cc2c(=O)n(Cc3ccco3)c(=O)n(CC(=O)c3ccc(Br)cc3)c2cc1OC | -0.4% | i | i | -0.4% | 0.2% | -2.6% | 28.6% | 4.4% | 62.4%[activator] | 25.6% | i
Cc1cccc(NC(=O)CSc2nnc(-c3ccccc3)n2N)c1 | -4.3% | ? | i | -1.7% | 0.7% | 0.3% | -2.0% | -13.4% | 4.2% | -11.9% | ?
C/C(CCN1CCCc2nc(C)c(C)cc21)=N\OC[C@@H](O)[C@@H]1O[C@@H]2OC(C)(C)O[C@@H]2[C@H]1O | -8.7%[11.5 µM] | · | · | 0.3%[15.4 µM] | 1.2%[15.4 µM] | -6.3%[11.5 µM] | · | · | · | 3.4%[11.4 µM] | ·
COC(=O)CN1C(=O)C(C)(C)Oc2ccc(C(=O)NC3CC3)cc21 | 0.4% | i | i | 0.3% | 0.9% | -0.3% | 2.3% | 1.9% | · | 6.3% | i
CCOc1ccccc1C1C(C(=O)Nc2ccccc2OC)=C(C)Nc2nnnn21 (stereo not drawn) | -0.2% | i | i | 0.0% | -0.8% | -0.6% | 1.2% | -16.8% | 27.8% | 2.7% | i
C#CCCCO/N=C1/C[C@@H](O)[C@@H](O)[C@@H]2[C@@H]3C(=O)N(c4cccc(Oc5ccccc5)c4)C(=O)[C@H]3CC[C@H]12 | 3.8%[11.5 µM] | · | · | -2.2%[15.4 µM] | 1.6%[15.4 µM] | 0.2%[11.5 µM] | · | · | · | 6.1%[11.4 µM] | ·
NC1=NC(c2ccc(F)cc2)n2c(nc3ccccc32)N1 (stereo not drawn) | 7.6% | i | i | -0.7% | 0.6% | -1.8% | 3.6% | 5.5% | -0.1% | 21.8% | ?
N#CCCn1c(SCC(=O)NCC2CCCO2)nc2ccccc21 (stereo not drawn) | -1.4% | i | ? | -2.1% | -1.3% | -2.1% | 0.0% | 0.0% | 2.4% | 0.0% | i
O=C1CC(N(O)c2ccccc2)C(=O)N1c1cc(Cl)cc(Cl)c1 (stereo not drawn) | -3.2% | i | i | 2.8% | -0.2% | -2.5% | -2.0% | 6.4% | 28.5% | 0.1% | i
CC1=C(C(=O)OC2CCCCC2)C(c2ccco2)C2=C(CC(C)(C)CC2=O)N1 (stereo not drawn) | -23.6% | · | · | -0.1% | -1.6% | -12.0% | 7.7% | -12.5% | 18.8% | 28.5% | ·
N#Cc1ccccc1Cn1c(=O)n(CCC(=O)NCc2ccco2)c(=O)c2ccccc21 | -0.5% | i | i | -0.3% | -0.8% | 0.6% | -2.2% | -5.4% | 0.7% | 7.7% | i
CSc1nnc(-c2sc3cc(Cl)ccc3c2Cl)n1C | 0.0% | i | i | 0.7% | -1.0% | -0.1% | 8.0% | 4.8% | 1.4% | 13.4% | i
CC(C)CC(c1nnnn1CC1CCCO1)N1CCN(c2cccc(Cl)c2)CC1 (stereo not drawn) | 8.3% | i | ? | -2.1% | -0.7% | -1.2% | 1.0% | 0.3% | -5.7% | 12.6µM* | ?
COCc1nnc(NS(=O)(=O)c2ccc(NC(C)=O)cc2)s1 | -1.7% | ? | ? | -0.7% | 1.2% | -1.6% | -1.2% | -1.0% | -7.6% | 8.9% | ?
c1ccc(Cn2nnc3cnccc32)cc1 | -0.5% | i | ? | -1.4% | -1.6% | 1.0% | -2.1% | · | 2.7% | 4.0% | i
C=C(C)c1cccc(C(C)(C)NC(=O)Nn2cnnc2)c1 | -0.8% | i | ? | -2.6% | -2.3% | -0.4% | 1.2% | -4.4% | 3.5% | 6.8% | i
COc1ccc(-c2nn(-c3ccccc3)cc2C(=O)NCCCn2ccnc2)cc1 | -0.2% | i | ? | -0.8% | 0.2% | 0.8% | -1.3% | 0.9% | 30.5%[activator] | 15.5% | i
COc1ccc(CNc2cc(-c3cccc(C#N)c3)ncn2)c(OC)c1 | -6.4% | i | ? | -4.3% | 1.3% | -6.8% | -3.2%[9.22 µM] | -2.4% | 59.8%[activator] | ? | i
CCN(CC)S(=O)(=O)c1csc(C(=O)NCc2ccccc2)c1 | -0.3% | i | ? | 0.4% | -2.2% | -0.9% | 4.5% | 6.0% | · | 21.7% | i
O=C(O)Cn1nc(C(F)(F)F)c2c1CCC2 | 9.0% | i | ? | -1.4% | -0.3% | -0.8% | 1.2% | -3.4% | -7.3% | -2.0% | i
COc1nc(Oc2ccc(=O)n(C)n2)nc(N(C)C)n1 | -0.8% | · | · | 0.8% | -1.0% | 1.4% | 2.5% | -9.9% | 0.8% | 9.3% | ·
COc1ccc2[nH]c(=O)c(CN(Cc3nnnn3CCc3ccccc3)CC3CCCO3)cc2c1 (stereo not drawn) | -1.4% | 3.58e-07M* | ? | -2.0% | -4.6% | 2.1% | 1.2% | -4.1% | -3.2% | 11.3% | 2.97e-07M*
COc1ccc(OC)c2[nH]c(=O)c(CCNC(C)=O)cc12 | -3.2% | · | · | 1.7% | -2.2% | -2.3% | · | 3.7% | · | 12.4% | ·
CCOc1ccc(C(C)=O)cc1N1C(=O)C2C3C=CC(C3)C2C1=O (stereo not drawn) | -0.4% | i | i | -1.4% | 1.2% | -0.3% | -0.4% | 9.2% | -2.5% | 21.0% | i
Cc1cccc(NCc2ccccc2O)c1C | -2.1% | i | ? | 0.0% | -1.1% | -0.2% | 0.0% | 9.8% | -3.6% | -9.6% | i
O=C(COC(=O)CCC(=O)Nc1nccs1)NCc1ccco1 | 0.6% | i | ? | -1.5% | -0.4% | 2.4% | 2.4% | -4.1% | -9.3% | 9.2% | i

# These rows are one share of the data; the hit share may differ from the screen's.
